High-throughput results (PubChem BioAssay)
CDK5 inh: CDK5/p35 (human) kinase inhibition; Q00535+Q15078; Recombinant CDK5/p35, ADP-Glo luminescence, 60 min; inhibition, % at 10 µM; actives 0.01% (n = 330,000);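 active = highest replicate inhibition of at least 50% and at least 75% of replicates reaching 50%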;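 also: plate controls were DMSO neutral control for no effect and GW8510 at 10 µM for full effect; many of its hits are not listed in these tables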
Mot1-301 SUMO: blocks SUMOylation pathway, rescuing yeast Mot1-301 growth; S. cerevisiae Mot1-301 growth rescue, ATP luminescence, 38.5C; percent above DMSO median, 100 means doubled; growth rescue, % at 18.8 µM; actives 1% (n = 320,000); AID 2716;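 active = every valid replicate shows activation above 250% relative to neutral control wells; inactive = the rest, any valid replicate at or below 250%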;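 also: OY570 slx delta 5 strain wells were the positive control but not used for scaling; some compounds called inactive have numbers as strong as hits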
DAGLB inhibitor: diacylglycerol lipase beta (human) inhibition; Q8NCG7; inhibition, % at 5.17 µM; HEK293T DAGLB membrane lysate, EnzChek fluorogenic substrate; AID 504411; actives 0.059% (n = 340,000); in the data active = inhibition above about 34%;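 also: 0% = enzyme with vehicle and 100% = wells lacking enzyme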
Target sequence (Q8NCG7 whole entry, looked up): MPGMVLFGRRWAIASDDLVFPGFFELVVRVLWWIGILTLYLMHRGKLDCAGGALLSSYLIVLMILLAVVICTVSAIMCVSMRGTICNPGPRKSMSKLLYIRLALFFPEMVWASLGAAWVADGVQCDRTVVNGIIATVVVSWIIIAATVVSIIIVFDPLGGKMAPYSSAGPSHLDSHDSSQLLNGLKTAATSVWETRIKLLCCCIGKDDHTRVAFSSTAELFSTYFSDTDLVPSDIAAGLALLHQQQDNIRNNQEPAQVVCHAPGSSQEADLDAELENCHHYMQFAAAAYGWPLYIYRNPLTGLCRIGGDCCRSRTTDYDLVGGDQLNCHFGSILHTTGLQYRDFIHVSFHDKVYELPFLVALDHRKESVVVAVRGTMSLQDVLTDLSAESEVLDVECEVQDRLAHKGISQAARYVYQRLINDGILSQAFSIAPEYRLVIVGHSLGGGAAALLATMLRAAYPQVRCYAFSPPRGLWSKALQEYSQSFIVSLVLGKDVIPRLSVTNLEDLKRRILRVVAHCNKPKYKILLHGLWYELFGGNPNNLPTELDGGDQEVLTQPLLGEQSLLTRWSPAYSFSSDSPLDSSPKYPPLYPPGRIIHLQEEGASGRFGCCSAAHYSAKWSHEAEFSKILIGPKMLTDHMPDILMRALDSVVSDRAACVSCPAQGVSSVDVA
E coli growth: counter-screen for AddAB inhibitors: E. coli growth inhibition; E. coli V3065 growth, OD600 absorbance, 18 h; inhibition, % at 11.9 µM; actives 0.27% (n = 330,000); AID 449728;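 active = inhibition above the campaign's mean inhibition across all tested compounds plus 3 SD, cut at about 9.9% in these data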;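 also: uninfected addAB+ strain grown without phage in ampicillin broth; 0% = DMSO wells and 100% = ciprofloxacin 0.95 µg/ml wells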
phage Ecoli inh: E. coli growth loss with phage present; growth absorbance; inhibition, % at 11.9 µM; actives 0.26% (n = 360,000); in the data active = inhibition above about 11%
Tat export inh: blocks Tat-dependent protein export in E. coli. inhibition, % at 10 µM. actives 0.036% (n = 340,000). E. coli MC4100 TorA-mCherry Tat export, fluorescence. AID 488895;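 active = mean replicate inhibition at least 50% and at least half of replicates individually reaching 50%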;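 also: exported cargo escapes ClpAP degradation while cytoplasmic cargo is degraded and loses fluorescence; 0% = median of neutral control wells and 100% = median of NaSCN control wells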
HTR5A ag: HTR5A agonism, opioid heterodimer counter-screen; P47898; HTR5A agonist assay, luminescence, cell-based; activation, % at 9.3 µM; actives 0.61% (n = 340,000); in the data active = activation mostly above about 9.5%, no sharp cut-off; inactive = mostly below about 7.6%;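 also: 0% = cells with vehicle only and 100% = reference agonist; strong numbers were not always called active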
PKA-R2B act: PKA-R2B complex activation | actives 0.079% (n = 340,000) | P22694+P31323 | activation, % at 11.4 µM | PKA-R2B holoenzyme dissociation, Cy5-IP20 fluorescence polarization; R2B truncated from residue 108, S112A mutant; 0% DMSO only, 100% 113 µM cGMP;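 active = activation above a cutoff set at the mean over all compounds plus 3 SD, cut at about 18% in these data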;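 also: higher means more holoenzyme dissociation and a rise in polarization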
Target sequence (P31323 whole entry, looked up, other chains not shown, the tested form may be a part): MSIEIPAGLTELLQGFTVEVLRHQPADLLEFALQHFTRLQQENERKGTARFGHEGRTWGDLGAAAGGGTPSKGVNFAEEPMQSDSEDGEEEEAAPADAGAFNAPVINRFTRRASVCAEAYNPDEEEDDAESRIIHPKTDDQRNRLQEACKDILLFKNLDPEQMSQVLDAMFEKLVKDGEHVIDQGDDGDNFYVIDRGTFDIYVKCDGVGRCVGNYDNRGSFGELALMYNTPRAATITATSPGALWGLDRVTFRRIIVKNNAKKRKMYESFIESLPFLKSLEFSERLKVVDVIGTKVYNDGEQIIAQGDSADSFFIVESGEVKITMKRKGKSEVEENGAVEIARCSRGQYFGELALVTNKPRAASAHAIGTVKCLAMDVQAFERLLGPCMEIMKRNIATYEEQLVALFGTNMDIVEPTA
PKA-R1A act: PKA-R1A complex activation; PKA-R1A dissociation, Cy5-IP20 fluorescence polarization; scaled: DMSO 0%, 113 µM cGMP 100%; P00514+P68181; actives 0.083% (n = 340,000); activation, % at 11.4 µM; AID 504707;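 active = percent activation above the mean of all tested compounds plus 3 SD, cut at about 19% in these data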;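 also: higher means more PKAc released from R1A so a rise in polarization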
HTR5A inv ag: counter-screen for OPRM1-OPRD1 inverse agonists: human HTR5A inverse agonism. P47898. HTR5A cell line, luminescence. actives 0.083% (n = 340,000). inhibition, % at 9.3 µM. AID 504634; in the data active = inhibition mostly above about 23%, no sharp cut-off; inactive = mostly below about 18%;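 also: 0% = cells with DMSO and 100% = no-cell wells with DMSO; some compounds called inactive have numbers as strong as hits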
AddAB inh: less growth of phage-infected E. coli with AddAB; actives 0.29% (n = 330,000); inhibition, % at 11.9 µM; E. coli expressing H. pylori AddAB, absorbance growth; AID 435030; in the data active = inhibition above about 12%;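 also: 0% = vehicle wells of infected cells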
An asterisk follows results filed as active; nt = not tested or not shown.

Values run as follows: CDK5 inh	Mot1-301 SUMO	DAGLB inhibitor	E coli growth	phage Ecoli inh	Tat export inh	HTR5A ag	PKA-R2B act	PKA-R1A act	HTR5A inv ag	AddAB inh
CC1CCCCC1NC(=O)CNC(=O)c1ccco1 (stereo unspecified)
  1.4	144	-1	0.2	-0.8	-4	2	-11	-3	-16	2.4
O=C(CCC(=O)N1CCSc2ccccc21)NCc1ccc(Cl)cc1
  -1.0	10	-3	0.3	3.0	-6	4	2	-4	-26	-0.6
CN(C)CCCN(C(=O)c1ccco1)c1nc2ccc(Cl)cc2s1
  -1.8	5	2	0.2	2.0	0	-1	-17	-15	2	1.2
COc1cc(NC(=O)C/C(C)=N/NC(=O)c2cccc(O)c2)c(OC)cc1Cl
  0.1	-9	0	-2.1	2.4	-3	-4	4	-3	11	3.1
COc1ccc(-c2nn(-c3ccccc3)cc2C(=O)Nc2ccc(C(=O)O)cc2)cc1OC
  1.7	-14	3	0.1	-1.2	-1	2	5	0	-5	4.1
Cn1c(=O)c2c(nc3n2CC(O)CN3c2ccccc2)n(C)c1=O (stereo unspecified)
  -3.3	14	-1	0.9	3.2	-12	5	-6	5	-18	1.0
Cc1[nH]c2ccccc2c1N=Nc1ccccc1C(=O)O
  -4.4	-1	7	2.0	1.5	-7	-3	16	6	0	1.5
COc1ccc(/C=N/n2cncn2)cc1Cn1nc(C)c([N+](=O)[O-])c1C
  -0.5	9	-1	3.3	nt	2	0	-7	5	-1	2.0
Cc1oc(-c2ccccc2Cl)nc1CN1CCCN(C(=O)c2ccco2)CC1
  0.1	-4	3	1.3	2.0	0	0	7	1	3	1.0
Cc1ccnc(NC(c2ccccc2)c2ccc3cccnc3c2O)c1 (stereo unspecified)
  1.3	nt	3	nt	17*	-3	2	5	2	-7	nt
CN(CC(=O)Nc1cccc(F)c1)C(=O)c1ccc(-n2cncn2)c([N+](=O)[O-])c1
  2.2	3	-3	2.2	3.2	-4	4	-6	-4	-9	1.0
CCC1CCc2c(sc(NC(=O)c3cnccn3)c2C(N)=O)C1 (stereo unspecified)
  -0.6	9	2	-2.2	1.1	0	-3	7	9	10	1.3
O=C(NCCN1CCCC1)c1ccc(Cn2c(=S)[nH]c3ccc(Br)cc3c2=O)cc1
  1.2	14	2	-0.8	-1.2	-2	-3	4	3	27	-0.3
CNC(=O)Cc1nc2ccccc2n1CC(=O)Nc1cc(C)cc(C)c1
  -1.4	-2	1	0.6	1.8	-4	nt	0	1	nt	3.8
COc1cccc(-c2nn(C)c3sc(C(=O)N4CCN(c5ccccc5)CC4)cc23)c1
  -0.7	25	-6	-0.2	1.0	4	-1	1	-6	-5	-2.2
CCOC(=O)c1c(CN2CCN(CC#N)CC2)n(C)c2cc(Br)c(OC)cc12
  -0.7	67	-1	-1.4	-0.6	4	1	-1	-2	-5	-1.8
O=C(CN1C(=O)NC2(CCCC2)C1=O)OCc1ccc(Br)cc1
  1.1	8	1	-0.7	2.6	1	-1	-2	1	2	-0.3
COC(=O)C1=C(C(=O)OC)C(c2cc([N+](=O)[O-])ccc2O)c2sc(=O)[nH]c2S1 (stereo unspecified)
  -1.1	-3	2	1.5	2.1	1	-5	2	-2	14	0.7
COCc1c(C(=O)N2CCc3ccccc32)oc2ccccc12
  3.3	-6	-4	-0.3	1.7	8	3	-5	-8	-8	-0.8
COCCN(CC(=O)NCC1CCCO1)C(=O)CCC(=O)Nc1cc(C)on1 (stereo unspecified)
  -3.1	9	-2	0.0	3.6	4	1	-13	-18	0	2.5
O=C(CN1CCN(C(=O)C2COc3ccccc3O2)CC1)Nc1ccccc1 (stereo unspecified)
  -1.2	3	0	-0.3	2.6	-11	1	-5	-3	4	2.5
CN(C(=O)c1ccc(NC(=O)Cc2ccc(NC(=O)C3CCCN(C(=O)C4CCCCC4)C3)cc2)cc1)C1CC1 (stereo unspecified)
  2.4	-9	1	-0.7	1.8	0	10	-12	4	-19	-0.6
CCOC(=O)C(=CNNc1cccc(Cl)c1)C(=O)OCC
  -1.3	54	-2	2.0	1.8	-4	3	-4	4	-8	1.0
O=C(NCc1cc([N+](=O)[O-])ccc1O)c1cccnc1Sc1ccccc1Cl
  0.1	109	-2	1.3	-1.0	-9	4	6	-9	-10	2.0
NS(=O)(=O)c1ccc(CCNS(=O)(=O)c2cccs2)cc1
  -1.9	-9	2	0.2	1.3	-5	-4	8	0	10	2.1
COc1ccc(OC)c(S(=O)(=O)Nc2ccc(O)c(Sc3ncn[nH]3)c2)c1
  0.3	-13	1	-0.5	nt	-6	2	-3	-13	10	3.1
Cc1ccc(NC(=O)Nc2cccs2)cc1
  0.4	596	0	3.5	2.0	11	0	-5	1	19	1.3
CN(CC(=O)NCCc1ccc(S(N)(=O)=O)cc1)S(=O)(=O)c1cccc2nsnc12
  4.3	7	-5	-1.3	2.5	-8	5	-7	4	11	0.4
C=C1C[C@H]2[C@@H]3CCc4cc(OC)ccc4[C@H]3CC[C@]12C
  -7.1	-10	0	-0.5	3.3	14	-1	-6	-12	8	0.1
Cc1ccc(S(=O)(=O)c2c(C)nn(C(C)(C)C)c2OC(=O)c2ccc(Br)o2)cc1
  -2.3	214	-5	0.0	1.2	2	12	15	-13	-31	3.5

Look-ups from the results shown:
`CCC1CCc2c(sc(NC(=O)c3cnccn3)c2C(N)=O)C1` (stereo unspecified) in E coli growth shows -2.2
`Cc1ccc(NC(=O)Nc2cccs2)cc1` in CDK5 inh shows 0.4
`CC1CCCCC1NC(=O)CNC(=O)c1ccco1` (stereo unspecified) in DAGLB inhibitor shows -1
`O=C(CN1C(=O)NC2(CCCC2)C1=O)OCc1ccc(Br)cc1` in Tat export inh shows 1
`O=C(CN1CCN(C(=O)C2COc3ccccc3O2)CC1)Nc1ccccc1` (stereo unspecified) in phage Ecoli inh shows 2.6

(further entries)
Values run as follows: CDK5 inh	Mot1-301 SUMO	DAGLB inhibitor	E coli growth	phage Ecoli inh	Tat export inh	HTR5A ag	PKA-R2B act	PKA-R1A act	HTR5A inv ag	AddAB inh
CCCNC(=O)NC(=O)CSc1cccc(C(F)(F)F)c1
  -0.8	18	1	-2.4	0.0	-12	5	0	5	6	-0.8
Cc1ccc(NC(=O)C(C)OC(=O)Cc2c[nH]c3ccccc23)cc1 (stereo unspecified)
  1.0	-17	1	-0.7	-1.8	9	3	-12	-8	-10	6.0
Cc1nc(-c2cccnc2)sc1C(=O)Nc1ccc(Cl)cc1
  -1.3	nt	-1	-1.9	4.4	-1	-1	-2	-7	-14	1.1
O=C(CNS(=O)(=O)c1c(Cl)cccc1Cl)N1CCCCCC1
  -0.4	-19	-14	2.7	3.3	-3	9	-4	-5	-44	1.0
O=C1NC[C@H](Cc2ccccc2)N(C[C@H]2CCCN2C[C@H](Cc2ccccc2)N2C[C@H](Cc3ccccc3)N(CC3CCCCCC3)C(=O)C2=O)C1=O
  0.7	nt	6	nt	3.0	22	-1	6	6	5	nt
CCCN1C(=O)C(O)(C/C(C)=N/O)c2ccccc21 (stereo unspecified)
  -0.3	0	-1	-0.3	3.4	2	0	3	3	-9	2.9
CCC(C(=O)NCc1ccco1)N(Cc1cccs1)C(=O)CNS(=O)(=O)c1ccccc1 (stereo unspecified)
  -0.7	-31	-1	1.7	2.3	-2	-2	0	-9	3	0.8
CCOC(=O)c1cnc(SCC(=O)NCc2cccs2)nc1N
  -3.1	-5	3	0.2	0.3	12	-1	-2	-2	-8	0.7
Cc1cc(C)n(-c2ccc(NC(=O)C3CCN(Cc4cnc(C)s4)CC3)cc2)n1
  -0.2	-27	-2	2.1	-0.2	-1	4	2	9	-14	4.7
O=C(O)c1ccc2c(c1)N(Cc1ccccc1)C(=O)c1ccccc1S2
  1.4	-11	4	-2.1	0.9	2	-1	-1	3	3	1.2
CC(C)(C)n1ncc2c(=O)n(CC(=O)Nc3ccc(Cl)cc3)cnc21
  -0.4	9	-11	3.6	4.7	2	1	-13	-3	-3	5.1
O=C(NCc1cccc(Cl)c1)c1ccc2c(c1)SC1=NS(=O)(=O)CCN12
  0.9	136	0	-0.9	1.1	4	-1	1	-6	2	5.5
O=c1oc2ccccc2n1Cc1ccccc1
  -2.6	-4	-5	1.1	0.0	1	-4	-2	-3	-5	0.9
CCSc1nnc(NC(=O)Nc2cccc(C)c2)s1
  -3.0	-3	-3	1.0	5.2	4	-1	-7	-8	16	3.2
Cc1cc(C(=O)COc2ccccc2Cl)c(C)n1C1CC1
  -1.8	-6	-8	0.9	5.6	2	4	2	1	11	3.2
CC(C)Cn1c(N)c(C(=O)NCCN2CCOCC2)c2nc3ccccc3nc21
  -0.4	5	-1	-0.1	1.4	-1	-2	1	0	12	1.3
CCN(CC)c1nc2c(c(=O)[nH]c(=O)n2C)n1Cc1ccccc1Cl
  0.0	-5	0	0.4	0.5	-8	3	-4	7	-12	-1.2
Cc1cc(C(F)(F)F)nc(NCc2cccnc2)n1
  3.5	-19	-4	1.6	0.9	-5	3	-4	-5	-41	2.1
COc1ccc(CC(=O)NCCS(=O)(=O)N2CCN(c3ccccc3)CC2)cc1OC
  -1.3	-22	0	-0.3	1.3	4	-3	2	-6	9	0.6
CCC(=O)Nc1sc2c(c1C(=O)OC)CCN(Cc1ccccc1)C2
  -0.6	6	-4	1.6	2.7	4	1	-5	-2	0	0.8
CCC(C(=O)OCC(=O)c1ccc(OC)cc1OC)c1ccccc1 (stereo unspecified)
  -1.8	-8	-6	2.5	4.0	-5	5	-4	-5	-5	1.6
OCc1ccccc1NC(=S)Nc1cccnc1
  -0.1	456	0	-1.2	1.6	6	-2	2	-4	-7	1.5
COc1ccc(C(=O)NCC2OCCc3ccccc32)cc1 (stereo unspecified)
  -1.0	-14	4	-2.1	4.9	-2	-2	-9	0	-17	0.2

Part of the list above, set out differently.
SMILES: Cc1cc(C)n(-c2ccc(NC(=O)C3CCN(Cc4cnc(C)s4)CC3)cc2)n1
  CDK5 inh = -0.2
  Mot1-301 SUMO = -27
  DAGLB inhibitor = -2
  E coli growth = 2.1
  phage Ecoli inh = -0.2
  Tat export inh = -1
  HTR5A ag = 4
  PKA-R2B act = 2
  PKA-R1A act = 9
  HTR5A inv ag = -14
  AddAB inh = 4.7

SMILES: O=C1NC[C@H](Cc2ccccc2)N(C[C@H]2CCCN2C[C@H](Cc2ccccc2)N2C[C@H](Cc3ccccc3)N(CC3CCCCCC3)C(=O)C2=O)C1=O
  CDK5 inh = 0.7
  Mot1-301 SUMO = nt
  DAGLB inhibitor = 6
  E coli growth = nt
  phage Ecoli inh = 3.0
  Tat export inh = 22
  HTR5A ag = -1
  PKA-R2B act = 6
  PKA-R1A act = 6
  HTR5A inv ag = 5
  AddAB inh = nt

SMILES: O=C(NCc1cccc(Cl)c1)c1ccc2c(c1)SC1=NS(=O)(=O)CCN12
  CDK5 inh = 0.9
  Mot1-301 SUMO = 136
  DAGLB inhibitor = 0
  E coli growth = -0.9
  phage Ecoli inh = 1.1
  Tat export inh = 4
  HTR5A ag = -1
  PKA-R2B act = 1
  PKA-R1A act = -6
  HTR5A inv ag = 2
  AddAB inh = 5.5
